Screens deposited in PubChem BioAssay by several laboratories.
V-ATPase pH = yeast V-ATPase proton transport regulation by pHLuorin. S. cerevisiae, pHLuorin cytosolic pH fluorescence. response, % at 10 µM. 350,000 tested, 0.37% active; in the data active = response mostly above about 7.3%, no sharp cut-off; inactive = mostly below about 5.4%; also: actives read high; inactives centre near 0; some compounds called inactive have numbers as strong as hits; reference of the scale not given here
DSG3 Ab inh = blocks pemphigus antibody binding to human desmoglein-3; P32926; DSG3-coupled beads, scFv-anti-DSG3-GFP binding, flow cytometry; hits give low values; binding (percent of control), % at 10 µM; 310,000 tested, 0.48% active;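 active = binding more than 3 SD below its plate's average and above zero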;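 also: hits lower antibody fragment binding to DSG3; some compounds called inactive have numbers as strong as hits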
Target sequence (P32926 whole entry, looked up, the tested form may be a part): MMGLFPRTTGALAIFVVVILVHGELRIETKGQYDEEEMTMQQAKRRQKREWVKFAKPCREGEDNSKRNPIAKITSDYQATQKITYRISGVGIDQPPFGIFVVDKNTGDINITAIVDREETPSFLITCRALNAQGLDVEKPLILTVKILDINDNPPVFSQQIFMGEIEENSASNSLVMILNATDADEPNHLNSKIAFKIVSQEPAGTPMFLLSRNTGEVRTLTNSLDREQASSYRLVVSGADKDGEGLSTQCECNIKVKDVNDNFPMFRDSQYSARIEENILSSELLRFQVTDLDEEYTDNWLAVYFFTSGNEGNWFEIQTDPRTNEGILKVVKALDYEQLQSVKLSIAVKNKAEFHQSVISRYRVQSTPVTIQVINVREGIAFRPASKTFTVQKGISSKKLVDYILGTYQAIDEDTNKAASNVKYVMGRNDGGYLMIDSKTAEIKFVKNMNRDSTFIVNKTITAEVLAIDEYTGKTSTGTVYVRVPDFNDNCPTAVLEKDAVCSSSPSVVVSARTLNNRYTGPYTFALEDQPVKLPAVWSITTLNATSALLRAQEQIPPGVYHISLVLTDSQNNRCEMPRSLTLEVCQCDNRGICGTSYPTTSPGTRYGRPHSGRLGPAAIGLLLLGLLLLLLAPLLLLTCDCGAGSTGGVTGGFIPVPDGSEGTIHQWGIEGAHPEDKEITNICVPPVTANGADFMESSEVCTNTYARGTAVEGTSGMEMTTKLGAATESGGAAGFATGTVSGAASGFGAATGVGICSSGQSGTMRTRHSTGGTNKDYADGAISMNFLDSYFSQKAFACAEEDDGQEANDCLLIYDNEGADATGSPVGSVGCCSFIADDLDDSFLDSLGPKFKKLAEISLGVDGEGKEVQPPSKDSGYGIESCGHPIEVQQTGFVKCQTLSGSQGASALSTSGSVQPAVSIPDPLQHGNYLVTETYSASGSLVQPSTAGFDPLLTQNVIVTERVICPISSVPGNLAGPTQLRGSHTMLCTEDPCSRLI
Wnt bcat act = Wnt/beta-catenin pathway activation. Wnt/beta-catenin reporter cell assay, activator, plate reader. activation, % at 9.35 µM. 300,000 tested, 1.2% active; in the data active = activation above about 30%, passing the limit was not always enough;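 also: 0% = neutral control wells and 100% = positive control wells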
Active calls of the source: *; . = not tested or not shown. Some of the compounds tested; rates above refer to the full screens.

Wnt bcat act | Molecule | DSG3 Ab inh | V-ATPase pH
-1 | O=C(c1ccc(N2CCCC2=O)cc1)N1CCN(c2ccc(C(F)(F)F)cc2[N+](=O)[O-])CC1 | 99 | 1
-2 | CC1=C(C(=O)N2CCOCC2)CC(CC(=O)NC(c2ccccc2)c2ccccc2)C(=O)N1Cc1ccc(F)cc1 (configuration not stated) | 99 | 0
-8 | CC(C)(C)Cc1c(-c2ccc(Br)cc2)nc2ccc(Br)cn12 | 102 | -1
7 | O=S1(=O)CC(N2CCCCC2)C1CN1CCCCC1 (configuration not stated) | 104 | -2
-1 | COc1ccc(-c2noc(CCC(=O)NC3CCCCCC3)n2)cc1OC | 83* | -2
-5 | O=C(Nc1cccc([N+](=O)[O-])c1)c1ccc([N+](=O)[O-])o1 | 102 | -2
-3 | Cc1nn(CC(C)C)c(Cl)c1C(=O)NCC1CCCO1 (configuration not stated) | 99 | -3
-2 | O=C(COC(=O)c1cc(S(=O)(=O)N2CCOCC2)ccc1Cl)Nc1ccc(Cl)cn1 | 103 | 1

Looked up by structure from the entries so far, 2 records:
Wnt bcat act | Molecule | DSG3 Ab inh | V-ATPase pH
7 | O=S1(=O)CC(N2CCCCC2)C1CN1CCCCC1 (configuration not stated) | 104 | -2
-1 | O=C(c1ccc(N2CCCC2=O)cc1)N1CCN(c2ccc(C(F)(F)F)cc2[N+](=O)[O-])CC1 | 99 | 1

(list continues)
Wnt bcat act | Molecule | DSG3 Ab inh | V-ATPase pH
-6 | O=C1CC2CCCC(C1)S2=O (configuration not stated) | 103 | 0
-4 | O[C@@H]1CN(CC2CCCCC2)[C@@H](c2ccccc2)C[C@H]1n1cc(C2CC2)nn1 | 100 | -1
-2 | Cc1ccccc1S(=O)Cc1ccc(C(=O)N2CCN(C3CCCCC3)CC2)o1 (configuration not stated) | 112 | 2
-1 | C[C@H](CO)N1C[C@H](C)[C@H](CN(C)Cc2cncnc2)Oc2cc(Br)ccc2S1(=O)=O | 103 | 3
-2 | Cc1ccc([C@@H]2C[C@H]3[C@@H](CN2S(=O)(=O)c2ccc(Cl)cc2)C(=O)C[C@@H](c2ccc(C)cc2)N3S(=O)(=O)c2ccc(Cl)cc2)cc1 | 98 | -2
-4 | CN(C)S(=O)(=O)c1cccc(NC(=O)CNc2cccc(S(=O)(=O)N3CCCCC3)c2)c1 | 97 | 0
-4 | COc1cccc(/C=C/C(=O)OCC(=O)c2ccc(Br)cc2)c1 | 108 | 3
0 | Cn1c(=O)c2cccnc2c(=O)n1C | 105 | 2
0 | Cc1ccc(OCCC(=O)NNC(=O)c2ccncc2)cc1 | 104 | 0
-2 | O=C(Oc1ccc[nH]c1=O)c1ccc(F)cc1 | 106 | 4
2 | O=C(OCc1ccccc1)N1CCC2CC1c1cc(N3CCNCC3)ccc12 (configuration not stated) | 101 | -1
-3 | CCN(CC)S(=O)(=O)c1ccc(N2CCOCC2)c(NC(=O)c2cc3ccccc3o2)c1 | 104 | 1
-1 | C[C@H](CO)N1C[C@H](C)[C@@H](CN(C)C(=O)C2CC2)OCc2cnnn2CCCC1=O | 100 | 0
-4 | CC(C)NC(=O)Nc1ccc2c(c1)C(=O)N([C@H](C)CO)C[C@H](C)[C@@H](CN(C)Cc1ccc3c(c1)OCO3)OCCCC[C@@H](C)O2 | 101 | 0
9 | COc1ccc2c(CN3CCN(Cc4ccccc4)CC3)cc(=O)oc2c1 | 104 | -3
-6 | COc1cc(/C=C/C(=O)OCC(=O)N2CC(C)OC(C)C2)ccc1OCC#N (configuration not stated) | 101 | 0
0 | CC1CCN(c2ccc3c(c2)S(=O)(=O)c2cc(C(=O)O)ccc2C3=O)CC1 | 105 | 1
-1 | COc1ccc(CN2CCC[C@]3(N[C@H](c4ccc(OC)cc4)[C@@H]4C(=O)N(C)C(=O)[C@@H]43)C2=O)cc1 | 105 | 0
-7 | CCCCCCNC(=O)O[C@H]1CN(C(=O)OC(C)C)N(C(=O)OC(C)C)[C@@H]2CN(S(=O)(=O)c3ccc(C)cc3)C[C@]12O | 111 | 1
-4 | Cc1ccc(-c2nc3c(c(SCC(=O)N4CCCC4)n2)COC(C)(C)C3)cc1 | 99 | -2
-1 | Cc1n[nH]c2ccc([N+](=O)[O-])cc2c1=O | 98 | -2
-3 | Cn1ncc([N+](=O)[O-])c1C(=O)Nc1cc(Cl)ccc1Cl | 102 | -2
-2 | O=[N+]([O-])c1ccc(CN2CC(N3CCN(CCO)CC3)CS2(=O)=O)cc1 (configuration not stated) | 98 | -3
-2 | C[C@@H]1CN([C@H](C)CO)C(=O)CCCn2nncc2CO[C@H]1CN(C)C(=O)CCC(F)(F)F | 96 | 5
-2 | CC1=C(C(=O)N2CCOCC2)CC(CC(=O)NCC2CCCCC2)C(=O)N1Cc1ccccc1 (configuration not stated) | 105 | 4
-1 | C[C@H]1CN([C@@H](C)CO)C(=O)CCCn2nncc2CO[C@@H]1CN(C)C(=O)c1ccc(N2CCN(C)CC2)cc1 | 101 | -3
2 | CCOc1cc(/C=N/NC(=O)c2ccncc2)cc(Br)c1O | 93 | 2
-2 | Cc1cccc(NC(=O)CSc2nc3ccccc3c(=O)n2C)c1C | 101 | -3
-2 | CC(C)C1C(=O)N(Cc2cn(Cc3ccco3)nn2)CCS(=O)(=O)N1Cc1ccc(-c2ccc(Cl)cc2)cc1 (configuration not stated) | 104 | -1
-1 | C[C@H](CO)N1C[C@H](C)[C@H](CN(C)C(=O)c2ccccn2)Oc2ncc(Br)cc2C1=O | 105 | 2
2 | CCN1CCN(C(=O)c2cc(COc3ccc(F)c(F)c3)on2)[C@@H](C)C1=O | 92 | 0
-6 | CCCc1c(C(=O)N/N=C(\C)c2cc(C)sc2C)nnn1-c1nonc1N | 107 | -2
1 | CCC(CC)c1nnc(NC(=O)CSCc2c(C)noc2C)s1 | 106 | 1
-2 | C[C@@H]1CN([C@H](C)CO)C(=O)c2cc(Br)cnc2O[C@@H]1CN(C)C(=O)Cc1ccccc1 | 102 | -6
-1 | C[C@@H]1CN([C@@H](C)CO)S(=O)(=O)c2ccc(-c3ccc(C(=O)N(C)C)cc3)cc2O[C@@H]1CN(C)Cc1ccccc1C(=O)O | 106 | 4
-1 | CN(Cc1c(C(=O)N/N=C/c2c(F)cccc2Cl)nnn1-c1nonc1N)C1CCCCC1 | 107 | 4
1 | CNC(=O)C[C@@H]1C(=O)N(c2ccc(Br)cc2)CC1(C)C | 102 | -1
3 | O=C(/C=C/c1cccc([N+](=O)[O-])c1)OCC(=O)N1CCCCC1 | 100 | -1
-3 | Cc1cccc2c(=O)n(C(=O)c3ccccc3)c(N)nc12 | 101 | 0
0 | CC(C)NC(=O)N(C)C[C@@H]1OCc2cn(nn2)CCCC(=O)N([C@H](C)CO)C[C@H]1C | 110 | -2
0 | c1ccc(CN2CCC3CC2c2ccc(N4CCOCC4)cc23)cc1 (configuration not stated) | 102 | 1
3 | COc1ccc(/C(N)=N/OC(=O)c2ccc3ccccc3c2)cc1OC | 98 | 1
-3 | COCn1ccnc1C(=O)c1ccco1 | 105 | 1
-6 | N#CC1(Nc2ccc3c4c(cccc24)CC3)CCCCC1 | 109 | -2
-3 | CCc1cc(C(=O)N(CC)CC(=O)Nc2c(F)cccc2F)sc1C | 102 | 1
-1 | CCOc1ccccc1N(CC(=O)N1CCN(Cc2ccccc2)CC1)S(=O)(=O)c1ccccc1 | 99 | -3
-2 | COc1ccc(C#Cc2cnc3c(c2)C(=O)N([C@H](C)CO)C[C@H](C)[C@@H](CN(C)C(=O)Nc2cccc(OC)c2)O3)cc1 | 106 | 1
-5 | CCCCCCn1c(=O)n2n(c1=O)C[C@]1(OC(=O)NC3CCCC3)CN(S(=O)(=O)c3ccc(C)cc3)C[C@]1(O)C2 | 99 | -1

18 structures already listed, arranged by heavy-atom count, ascending:
Wnt bcat act | Molecule | DSG3 Ab inh | V-ATPase pH
-3 | COCn1ccnc1C(=O)c1ccco1 | 105 | 1
-3 | Cn1ncc([N+](=O)[O-])c1C(=O)Nc1cc(Cl)ccc1Cl | 102 | -2
-6 | N#CC1(Nc2ccc3c4c(cccc24)CC3)CCCCC1 | 109 | -2
2 | CCOc1cc(/C=N/NC(=O)c2ccncc2)cc(Br)c1O | 93 | 2
3 | O=C(/C=C/c1cccc([N+](=O)[O-])c1)OCC(=O)N1CCCCC1 | 100 | -1
-2 | Cc1cccc(NC(=O)CSc2nc3ccccc3c(=O)n2C)c1C | 101 | -3
-2 | O=[N+]([O-])c1ccc(CN2CC(N3CCN(CCO)CC3)CS2(=O)=O)cc1 (configuration not stated) | 98 | -3
-6 | CCCc1c(C(=O)N/N=C(\C)c2cc(C)sc2C)nnn1-c1nonc1N | 107 | -2
-1 | C[C@H](CO)N1C[C@H](C)[C@H](CN(C)C(=O)c2ccccn2)Oc2ncc(Br)cc2C1=O | 105 | 2
-2 | C[C@@H]1CN([C@H](C)CO)C(=O)c2cc(Br)cnc2O[C@@H]1CN(C)C(=O)Cc1ccccc1 | 102 | -6
-2 | C[C@@H]1CN([C@H](C)CO)C(=O)CCCn2nncc2CO[C@H]1CN(C)C(=O)CCC(F)(F)F | 96 | 5
-1 | CN(Cc1c(C(=O)N/N=C/c2c(F)cccc2Cl)nnn1-c1nonc1N)C1CCCCC1 | 107 | 4
-2 | CC1=C(C(=O)N2CCOCC2)CC(CC(=O)NCC2CCCCC2)C(=O)N1Cc1ccccc1 (configuration not stated) | 105 | 4
-1 | CCOc1ccccc1N(CC(=O)N1CCN(Cc2ccccc2)CC1)S(=O)(=O)c1ccccc1 | 99 | -3
-1 | C[C@H]1CN([C@@H](C)CO)C(=O)CCCn2nncc2CO[C@@H]1CN(C)C(=O)c1ccc(N2CCN(C)CC2)cc1 | 101 | -3
-5 | CCCCCCn1c(=O)n2n(c1=O)C[C@]1(OC(=O)NC3CCCC3)CN(S(=O)(=O)c3ccc(C)cc3)C[C@]1(O)C2 | 99 | -1
-2 | COc1ccc(C#Cc2cnc3c(c2)C(=O)N([C@H](C)CO)C[C@H](C)[C@@H](CN(C)C(=O)Nc2cccc(OC)c2)O3)cc1 | 106 | 1
-1 | C[C@@H]1CN([C@@H](C)CO)S(=O)(=O)c2ccc(-c3ccc(C(=O)N(C)C)cc3)cc2O[C@@H]1CN(C)Cc1ccccc1C(=O)O | 106 | 4

New compounds follow:
Wnt bcat act | Molecule | DSG3 Ab inh | V-ATPase pH
-2 | Cc1ccc(NC(=O)CN(C)C(=O)COC(=O)COc2cc(C)cc(C)c2)cc1 | 102 | -2
-4 | C[C@H](CO)N1C[C@H](C)[C@H](CN(C)C(=O)Nc2ccc(C(C)(C)C)cc2)OCc2cnnn2CCCC1=O | 103 | 1
-23 | CCCCCCN1C[C@@H](n2cc(-c3ccc(F)cc3)nn2)[C@H](O)C[C@@H]1c1ccc(Cl)cc1 | 102 | -2
-2 | CC(C)COC(=O)N(C)C[C@@H]1OCc2cnnn2CCCC(=O)N([C@@H](C)CO)C[C@H]1C | 103 | 0
2 | O=C(CN1CCN(c2ccccc2)CC1)Nc1ccccc1C(=O)NCCc1ccccc1 | 100 | 2
-3 | O=C(Nc1ccn(CCCN2CCC(N3CCOCC3)CC2)c(=O)n1)OCc1ccccc1 | 103 | -2
10 | COc1ccc(NC(=O)COC(=O)c2c(NC(C)=O)sc(C)c2C)cc1 | 106 | -2
0 | CCN(C(=O)CN1C(=O)NC2(CCCC2)C1=O)c1nc2c(C)cccc2s1 | 100 | 0
1 | COc1ccc(NC(=O)c2ccccc2SCc2ccccc2)cc1 | . | 1
-2 | CC1(C)C2CCC(CN=C(N)CSS(=O)(=O)O)C1C2 (configuration not stated) | 112 | 2
1 | COc1ccc(Br)c(C(=O)OCC(=O)NC2CCCCCCC2)c1 | 109 | 3
-1 | CCN(CC)CCOc1ccc(-c2c(C)c3c(ccc4ccccc43)oc2=O)cc1 | 110 | 1
-2 | Cc1ccc(N(CC(=O)NC(C)(C)C)C(=O)CCC(=O)Nc2ccccn2)cc1 | 100 | 1
0 | Cc1ccc(C(=O)OCC(=O)Nc2ccc(C)c(S(=O)(=O)N3CCCCC3)c2)c(O)c1 | 100 | -3
0 | CC1=C(C(=O)N2CCOCC2)CC(CC(=O)NCc2cccs2)C(=O)N1Cc1ccc(F)cc1 (configuration not stated) | 106 | 4
-4 | CC(C)C1C(=O)N(Cc2cn(CCC3OCCO3)nn2)CCS(=O)(=O)N1Cc1ccc(-c2ccc(Cl)cc2)cc1 (configuration not stated) | 101 | -1
1 | O=[N+]([O-])c1ccccc1NS(=O)(=O)c1ccccc1 | 98 | 0
-1 | O=C1NC(=O)C(c2ccccc2)(c2ccccc2)N1S(=O)(=O)c1ccccc1 | 102 | 4
0 | Cc1ccc(S(=O)(=O)N(C)C[C@H]2Oc3ncc(-c4ccccc4)cc3C(=O)N([C@@H](C)CO)C[C@@H]2C)cc1 | 106 | 1
5 | S=C1SCN(Cc2cccs2)CN1Cc1cccs1 | 104 | 4
-3 | CC1NC(=O)c2cc3ccccc3cc2-n2c1nc1ccc(F)cc1c2=O (configuration not stated) | 100 | -1
-1 | O=C(O)C1=C(C(=O)O)C2CCC1C2 | 100 | -3
1 | Cc1ccc(-c2nc3c4ccccc4ccn3c2Cc2ccccc2)cc1 | 108 | 1
-2 | Cc1ccc(C=C2C=C(c3ccccc3)OC2=O)cc1 | 99 | 4
